Source: PubChem
IDE act – IDE (human) activation, cell-based; activation, % at 5.96 µM; HEK cells, FAbeta-B cleavage, fluorescence polarization; 0% vehicle, 100% cell-free pure enzyme wells; AID 493087; hit rate 0.073% among 340,000;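 active means activation above the mean of all tested compounds plus 3 SD, set per screening campaign, cut at about 17% in these data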
Target sequence (P14735 whole entry, looked up): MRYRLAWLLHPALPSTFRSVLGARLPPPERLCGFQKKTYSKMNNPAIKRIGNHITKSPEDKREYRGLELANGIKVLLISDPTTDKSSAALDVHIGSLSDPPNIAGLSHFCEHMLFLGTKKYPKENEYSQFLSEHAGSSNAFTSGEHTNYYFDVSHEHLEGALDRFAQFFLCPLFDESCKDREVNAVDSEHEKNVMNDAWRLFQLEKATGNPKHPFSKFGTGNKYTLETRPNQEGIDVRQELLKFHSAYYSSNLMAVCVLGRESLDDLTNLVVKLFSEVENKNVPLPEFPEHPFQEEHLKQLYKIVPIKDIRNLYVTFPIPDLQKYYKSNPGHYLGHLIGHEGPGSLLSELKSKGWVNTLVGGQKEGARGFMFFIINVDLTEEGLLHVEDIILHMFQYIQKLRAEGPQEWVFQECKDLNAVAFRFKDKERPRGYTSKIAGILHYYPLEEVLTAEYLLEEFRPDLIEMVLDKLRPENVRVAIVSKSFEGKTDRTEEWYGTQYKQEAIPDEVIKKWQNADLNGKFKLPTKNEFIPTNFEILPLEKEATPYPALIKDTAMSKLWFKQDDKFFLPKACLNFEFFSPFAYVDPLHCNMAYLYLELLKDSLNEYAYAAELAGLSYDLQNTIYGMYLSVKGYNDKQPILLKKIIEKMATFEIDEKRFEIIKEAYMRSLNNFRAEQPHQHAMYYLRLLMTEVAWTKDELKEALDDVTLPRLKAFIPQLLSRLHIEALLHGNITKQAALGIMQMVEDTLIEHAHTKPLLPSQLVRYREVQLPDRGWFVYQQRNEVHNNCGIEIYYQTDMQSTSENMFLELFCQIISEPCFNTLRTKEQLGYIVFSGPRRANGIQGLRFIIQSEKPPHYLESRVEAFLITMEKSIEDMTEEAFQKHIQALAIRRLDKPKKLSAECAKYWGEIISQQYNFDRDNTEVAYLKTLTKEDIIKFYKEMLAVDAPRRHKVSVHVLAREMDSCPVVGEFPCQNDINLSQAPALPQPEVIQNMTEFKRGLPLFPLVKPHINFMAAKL
The depositor's hits bear a star. The list is partial; rates above refer to the full screens.

Start of the listing, in advance:
mol | IDE act
CC1=CC(=O)O[C@@H]1[C@@]1(C)C[C@H]2OC(=O)C[C@H]3[C@@H](C)C(=O)C(O)=C1[C@@]23CO | 4
O=C(NCC(c1ccco1)N1CCc2ccccc2C1)c1ccc(Cl)c([N+](=O)[O-])c1 (configuration not stated) | 4
CC(=O)c1c(C)[nH]c(C(=O)OCC(=O)Nc2ccc3[nH]c(=O)[nH]c3c2)c1C | 9
CCOc1ncccc1C(=O)OCC(=O)NCc1ccc(C(=O)OC)cc1 | 6
CCC(CC)CN1CCC(CN2CCNC(=O)C2=O)CC1 | 3
COc1cc(NC(=O)c2ccc(S(=O)(=O)N(C)c3ccccc3OC)cc2)cc(OC)c1 | -2

The list itself, from the first entry:
mol | IDE act
CC1=CC(=O)O[C@@H]1[C@@]1(C)C[C@H]2OC(=O)C[C@H]3[C@@H](C)C(=O)C(O)=C1[C@@]23CO | 4
O=C(NCC(c1ccco1)N1CCc2ccccc2C1)c1ccc(Cl)c([N+](=O)[O-])c1 (configuration not stated) | 4
CC(=O)c1c(C)[nH]c(C(=O)OCC(=O)Nc2ccc3[nH]c(=O)[nH]c3c2)c1C | 9
CCOc1ncccc1C(=O)OCC(=O)NCc1ccc(C(=O)OC)cc1 | 6
CCC(CC)CN1CCC(CN2CCNC(=O)C2=O)CC1 | 3
COc1cc(NC(=O)c2ccc(S(=O)(=O)N(C)c3ccccc3OC)cc2)cc(OC)c1 | -2
Cc1cc(C)n2nc(C(=O)OCC(=O)NC3CCCCC3)nc2n1 | 2
CCCCN1C(=O)C(=O)N(CC(=O)Nc2ccccc2C(C)=O)C1=O | 8
Cc1ccc(NC(=O)C2COc3ccccc3O2)cc1S(=O)(=O)N1CCOCC1 (configuration not stated) | 3
CC(Sc1nnc(NC2CCCCC2)s1)C(=O)N1CCOCC1 (configuration not stated) | -5
Clc1ccc2nc(CSc3nnc(-c4c[nH]c5ccccc45)o3)cn2c1 | -3
CSCCC(NS(=O)(=O)c1ccc(Cl)cc1)C(=O)N1CCN(c2ccccc2)CC1 (configuration not stated) | 2
COc1ccc(CCNC(=O)c2ccc(NC(=O)CC3SC(N4CCCCC4)=NC3=O)cc2)cc1OC (configuration not stated) | 3
CC(=O)c1ccc(S(=O)(=O)N(C)CC(=O)Nc2ccc(C)cc2)cc1 | -4
CSCCC(NC(=O)c1ccco1)C(=O)NCC1CCCO1 (configuration not stated) | 9
COc1ccc(C2C(C)C(=O)C(C)C(c3ccc(OC)cc3)N2N=O)cc1 (configuration not stated) | 5
Cc1cccc(NC(=O)CN2C(=O)NC(C)(c3ccc4ccccc4c3)C2=O)n1 (configuration not stated) | 8
CCC(c1nnc(SCC(=O)NC2CCCCC2)n1Cc1ccccc1)N(C)C (configuration not stated) | -2
COc1ccc(S(=O)(=O)N2CCCCCC2)cc1C(=O)NCc1ccc(C)cc1 | 4
COc1ccccc1C(CNC(=O)C1CC(=O)N(Cc2ccccc2)C1)N1CCCC1 (configuration not stated) | 3
C#CCOCCOCCOCCNc1nc(N2CCOCC2)nc(N2CCN(C(=O)[C@H](CO)n3cc([C@@H](N)C(C)C)nn3)CC2)n1 | -4
CCN(CC(=O)Nc1c(F)cccc1F)C(=O)CSc1ccccc1 | 1
Cc1nc(SCC(=O)N2CCCC2=O)nc(C)c1C | 0
CCN(C[C@H]1N[C@@](CC)(C(=O)OC)[C@H]2C(=O)N(Cc3ccccc3)C(=O)[C@@H]12)S(=O)(=O)c1ccc(-c2ccccc2)cc1 | 4
CC(C)(C)OC(=O)N1CCC(C(=O)Nc2cccc(C(=O)NC3CC3)c2)CC1 | 1
C#CCOCCOCCOCCNc1nc(N2CCN(C(=O)[C@H]([C@@H](C)CC)n3cc(CCC(=O)O)nn3)CC2)nc(N2CCN(C(=O)[C@H](Cc3ccc(O)cc3)n3cc(CCO)nn3)CC2)n1 | 8
C[C@@H](NC(=O)c1nc[nH]c1C(=O)N1CCN(c2ccccc2)CC1)c1ccccc1 | 3
COc1ccc(NC(=O)COC(=O)CCc2ccc(S(=O)(=O)N3CCOCC3)cc2)cc1OC | 4
COc1ccc(C)cc1S(=O)(=O)NCC(c1ccc2c(c1)OCO2)N1CCN(C)CC1 (configuration not stated) | 0
NC(=O)C(NC(=O)OCc1ccccc1)c1ccccc1 (configuration not stated) | -6
Cc1ccc(S(=O)(=O)N2[C@@H](c3ccc(F)cc3)C(C(=O)O)=CC[C@H]2c2cccc(Cl)c2)cc1 | 5
COCCn1ccc2c(OCC(=O)NCCc3ccc(OC)c(OC)c3)cccc2c1=O | 5
COc1ccc([C@H]2Cc3cccc(O)c3C(=O)O2)cc1O | -2
Cc1nc2ccc(NS(=O)(=O)c3ccc(F)c(F)c3F)cc2s1 | -1
CCN(CC1COc2ccccc2O1)C(=O)c1ccc(Cl)c(S(=O)(=O)N2CC(C)OC(C)C2)c1 (configuration not stated) | 3
O=C(/C=C/c1ccc(Cl)cc1Cl)OCC(=O)N1CCCC1 | -1
C[C@@H]1CN([C@@H](C)CO)C(=O)c2cc(NC(=O)C3CC3)ccc2O[C@H]1CN(C)C | 4
Cc1ccc(NC(=O)Cn2cnc(C(=O)Nc3ccc(C)c(C)c3)n2)cc1C | 4
COc1ccc(CNC(=O)[C@]2(C)CCC[C@@]3(C)C4CC[C@@]5(C)C[C@]4(CCC32)CC5=O)cc1 (some centres not stated) | 8
O=C(COC(=O)c1ccc(Br)c(S(=O)(=O)N2CCOCC2)c1)NC1CC1 | 1
O=C(C[C@@H]1C/C=C\C[C@H](NC(=O)OCC2c3ccccc3-c3ccccc32)C(=O)OC[C@@H]2CCCN2C1=O)NCCO | 4
COc1ccc(OC)c(NC(=O)c2cc(S(=O)(=O)N(C)C)ccc2N2CCCC2)c1 | 0
O=C(O)c1cccc2c1Oc1ccccc1S2(=O)=O | -3
O=c1[nH]cnc2c1sc1nc(C(F)F)cc(-c3ccccc3)c12 | -3
Cc1cccc(OC(C)C(=O)Nc2ccc(N3CCCCC3)cc2)c1 (configuration not stated) | 6
CCN(C(=O)CSc1nnc(SC(C)C)s1)C1CCS(=O)(=O)C1 (configuration not stated) | 2
COc1cc(C(=O)NCC(=O)NC(C)c2ccc(-n3ccnc3)cc2)cc(OC)c1OC (configuration not stated) | 1
CCC(=NN=C(CC)c1ccccc1O)c1ccccc1O | 3
COc1ccccc1C(=O)NC(=O)COC(=O)Cc1ccc(F)cc1 | 0
COc1ccc(CNC(=O)CC2C[C@H](C(=O)N3CCCCC3)[C@@]3(C)c4[nH]c5ccccc5c4CCN3C2=O)cc1OC (some centres not stated) | 4
COc1ccccc1NS(=O)(=O)c1ccc(C(=O)NCCCN2CCCC2=O)cc1 | 3
CC(=O)Nc1cc(C(=O)CSc2nnc(C3CC3)n2C2CC2)ccc1O | 5
CC(C)CN(C(=O)c1cc(Cl)nc2ccccc12)c1c(N)n(Cc2ccccc2)c(=O)[nH]c1=O | -2
Cc1ccccc1C(=O)N1CCC(C(=O)Nc2ccc(C)c(S(=O)(=O)N3CCCCC3)c2)CC1 | 0
CC(C)(C)NC(=O)C[C@H]1C[C@H](C(=O)N2CCCCC2)[C@@]2(C)c3[nH]c4ccc(Cl)cc4c3CCN2C1=O | 4
Cc1ccc(S(=O)(=O)NCCNc2ccc(Br)c(C)c2)cc1 | 4
O=C(Cn1nnc(-c2ccc(F)cc2)n1)Nc1cccc(S(=O)(=O)N2CCCC2)c1 | 2
Cc1ccccc1COC(=O)CNC(=O)c1sc2ccccc2c1Cl | 2
CCc1cc(C(=O)NCC(c2cccs2)N2CCOCC2)sc1C (configuration not stated) | -4
CC(=O)Oc1ccc(-c2cc3ccccc3oc2=O)cc1 | -1

Look-ups from the results shown.
`COc1ccc(CNC(=O)[C@]2(C)CCC[C@@]3(C)C4CC[C@@]5(C)C[C@]4(CCC32)CC5=O)cc1` (some centres not stated) in IDE act is listed with 8
`CCOc1ncccc1C(=O)OCC(=O)NCc1ccc(C(=O)OC)cc1` in IDE act is listed with 6

More records
mol | IDE act
O=C1CN(C(=O)COC(=O)c2ccc([N+](=O)[O-])s2)c2ccccc2N1 | 2
O=C(NCCSc1ncc(-c2ccc(F)cc2)[nH]1)c1ccc2c(c1)OCO2 | -3
N#CCC(=O)Nc1ccc(C(=O)OCC(=O)NC2CCCc3ccccc32)cc1 (configuration not stated) | 2
O=C1COc2ccc(C(=O)CSc3nnc(Cc4ccccc4)o3)cc2N1 | 4
CN1CCN(C2CCN(Cc3ccc(O)c4ncccc34)CC2)CC1 | 4
CNC(=O)c1ccsc1NC(=O)C1CCN(S(=O)(=O)c2cccs2)CC1 | 4
Cc1ccc(C(=O)Nc2cccc(C(F)(F)F)c2)cc1NC(=O)c1[nH]cnc1C(N)=O | -2
O=C(Cc1ccc(NC(=O)C2CCN(C(=O)C3CC3)CC2)cc1)Nc1ccc(C(=O)N2CCOCC2)cc1 | 5
O=C(NCCN1C(=O)S/C(=C\c2ccccc2Cl)C1=O)C1=COCCO1 | -5
Cn1nnnc1Sc1ncnc2scc(-c3cc4ccccc4o3)c12 | 1
CC(C)(C)OC(=O)C[C@H]1C/C=C\C[C@H](CC(=O)N[C@H](CO)Cc2ccccc2)C(=O)N[C@@H](Cc2ccccc2)COC1=O | 4
CC(=O)Nc1ccc(C(=O)Nc2cc(S(=O)(=O)N3CCOCC3)ccc2N2CCOCC2)cc1 | -3
Cc1cc(C)c(NC(=O)CN(C)C(=O)CNC(=O)c2cccs2)c(C)c1 | -2
O=[N+]([O-])c1ccc2cc[nH]c2c1 | -4
N=c1c2ccccc2nnn1-c1ccccc1[N+](=O)[O-] | 8
O=C(CCSc1ccc(F)cc1)NNC(=O)c1ccc([N+](=O)[O-])cc1 | 4
Cc1noc(C)c1C(=O)Nc1nc2ccccc2s1 | -2
Cc1ccc(C(=O)Cc2ccccc2)o1 | 6
COc1ccccc1N(CC(=O)Nc1cc(S(=O)(=O)N(C)C)ccc1C)S(=O)(=O)c1cccs1 | 3
COc1ccc(S(=O)(=O)NC2CCN(Cc3ccccc3)CC2)cc1NC(C)=O | 5
O=S(=O)(Nc1ccc(-c2ccc(N3CCOCC3)nn2)cc1)c1ccc(Cl)c(Cl)c1 | 4
COc1ccc2[nH]c3c(c2c1)CCN1C(=O)C(CC(=O)NCCC2=CCCCC2)C[C@H](C(=O)N(C(C)C)C(C)C)[C@@]31C (some centres not stated) | 5
Cc1cc(C(=O)NN=Cc2c(C)[nH]c3ccccc23)c(C)o1 | -4
Nc1nccc(SCc2ccc(Cl)cc2Cl)n1 | 2
CC(C)CN(C(=O)COC(=O)c1ccc(C#N)cc1)C1CCS(=O)(=O)C1 (configuration not stated) | 2
COc1ccc(NC(=O)COC(=O)CCNC(=O)c2ccco2)cc1Cl | 2
COc1ccc(/C=C(\NC(=O)c2ccccc2)C(=O)N2CCC(C)CC2)cc1 | 1
COc1ccc(CCN2CC(C(=O)Nc3nnc(Cc4ccccc4)s3)CC2=O)cc1OC (configuration not stated) | -1
CC(C)c1ccccc1NC(=O)C1CCCN(C(=O)c2ccc(Cl)cc2)C1 (configuration not stated) | 5
O=C1CC[C@H](N2C(=O)c3ccccc3C2=O)C(=O)N1 | 5
Cc1cccc(NS(=O)(=O)c2cccc(C(=O)NNC(=O)c3ccccc3O)c2)c1 | 3
CC1CCCCC1NC(=O)COC(=O)c1c2c(nc3ccccc13)/C(=C\c1ccco1)CC2 (configuration not stated) | 1
Cc1ccc(S(=O)(=O)/N=C(/Nc2ccc(O)c(C(=O)O)c2)c2ccccc2)cc1 | 5
CN1C(=O)[C@H]2[C@@H](/C=C/c3ccccc3)N3C(=O)CN(Cc4ccccn4)C(=O)[C@@]3(Cc3ccccc3)[C@H]2C1=O | 4
CCOC(=O)[C@@H]1[C@H]2COc3cc(OC)ccc3[C@H]2N2C(=O)N(c3ccc(Br)cc3)C(=O)[C@]12C | 6
C[C@H](NC(=O)c1[nH]cnc1C(=O)Nc1nccs1)c1ccccc1 | 2
O=C(COC(=O)CC1Sc2ccccc2NC1=O)NCc1ccccc1 (configuration not stated) | -4
O=C(CCNC(=O)c1ccc(Br)cc1)Nc1cccc(S(=O)(=O)N2CCCCC2)c1 | 5
CCOc1ccc(C(C)=O)cc1COC(=O)CNC(=O)C12CC3CC(CC(C3)C1)C2 | 1
O=C(Cc1ccsc1)OCC(=O)c1ccccc1 | 4
O=C(OCC(=O)N1CCCCC1)c1ccc2c(c1)C(=O)N(Cc1ccco1)C2=O | 8
COC(=O)[C@@]1(C)[C@H]2C(=O)N(C)C(=O)[C@H]2[C@H]2CN=C(SCC(=O)c3ccccc3)N21 | -2
CC(Sc1ncnc2sccc12)C(=O)Nc1ccc(S(=O)(=O)N2CCOCC2)cc1 (configuration not stated) | 5
C=CCC[C@@H](Cc1ccc(F)cc1)C(=O)OC[C@H](Cc1c[nH]c2ccccc12)NC(=O)[C@@H](CC=C)CC(=O)NCCO | 7
C#CCOCCOCCOCCNc1nc(N2CCN(C(=O)Cn3cc(CCCCN)nn3)CC2)nc(N2CCN(C(=O)[C@H](C)n3cc(CCC(=O)O)nn3)CC2)n1 | -1
COC(=O)c1ccc(C)c(NC(=O)CCCN2C(=O)NC(C)(C)C2=O)c1 | 5
Cc1ccc(S(=O)(=O)N2CCOCC2)cc1C(=O)OCC(=O)NCCc1ccc(F)cc1 | 5
Cc1ccc(S(=O)(=O)NC(CC(C)C)C(=O)Nc2ccncc2)cc1 (configuration not stated) | 5
CCC(C)Cn1cnc2c(Sc3c([N+](=O)[O-])ncn3C)nc(N)nc21 (configuration not stated) | -1
CC(CC(=O)O)NCC1COc2ccccc2O1 (configuration not stated) | 6
O=C(Nc1cccc(-c2ccc(N3CCOCC3)nn2)c1)c1ccc([N+](=O)[O-])cc1 | 5

A draw from above in order of heavy-atom count, ascending:
mol | IDE act
O=C(Cc1ccsc1)OCC(=O)c1ccccc1 | 4
COC(=O)[C@@]1(C)[C@H]2C(=O)N(C)C(=O)[C@H]2[C@H]2CN=C(SCC(=O)c3ccccc3)N21 | -2
C=CCC[C@@H](Cc1ccc(F)cc1)C(=O)OC[C@H](Cc1c[nH]c2ccccc12)NC(=O)[C@@H](CC=C)CC(=O)NCCO | 7
